Anthrax LF prot – inhibitors of Bacillus anthracis lethal factor protease; multiplex microsphere protease cleavage assay, LF; inhibition, % at 10 µM; P15917; hit rate 0.12% among 360,000; note: plate controls were buffer without enzyme for full effect and enzyme alone for no effect
Target sequence (P15917 whole entry, looked up): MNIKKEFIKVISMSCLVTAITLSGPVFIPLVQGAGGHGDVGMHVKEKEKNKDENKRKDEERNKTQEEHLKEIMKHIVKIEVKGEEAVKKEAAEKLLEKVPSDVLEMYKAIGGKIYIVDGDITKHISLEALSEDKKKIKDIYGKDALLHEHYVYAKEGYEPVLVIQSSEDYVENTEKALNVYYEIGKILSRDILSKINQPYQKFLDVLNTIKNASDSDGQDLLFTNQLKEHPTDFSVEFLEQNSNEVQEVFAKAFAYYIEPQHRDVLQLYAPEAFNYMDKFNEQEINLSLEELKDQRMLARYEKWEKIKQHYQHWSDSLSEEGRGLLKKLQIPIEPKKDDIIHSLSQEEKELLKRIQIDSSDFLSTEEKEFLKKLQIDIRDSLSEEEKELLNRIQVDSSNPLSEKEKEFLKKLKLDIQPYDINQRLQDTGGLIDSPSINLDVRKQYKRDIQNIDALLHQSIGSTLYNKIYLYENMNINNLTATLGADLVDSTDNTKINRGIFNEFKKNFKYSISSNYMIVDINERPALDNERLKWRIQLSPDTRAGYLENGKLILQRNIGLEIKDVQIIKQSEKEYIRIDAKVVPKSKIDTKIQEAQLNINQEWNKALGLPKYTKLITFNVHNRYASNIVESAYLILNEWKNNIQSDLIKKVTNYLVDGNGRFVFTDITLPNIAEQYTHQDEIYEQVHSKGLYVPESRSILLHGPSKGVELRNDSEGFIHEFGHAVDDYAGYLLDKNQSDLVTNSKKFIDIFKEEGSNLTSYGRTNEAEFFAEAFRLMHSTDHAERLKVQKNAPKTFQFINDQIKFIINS
SARS 3CLpro inh – SARS-CoV 3CLpro protease inhibition | inhibition, % at 6 µM | recombinant SARS-CoV 3CLpro, quenched FRET peptide cleavage | P0C6X7 | hit rate 0.14% among 290,000 | AID 1706; in the data active = inhibition above about 12%
Rv3671c inh – inhibits the M. tuberculosis serine protease Rv3671c; inhibition, % at 5.96 µM; hit rate 0.048% among 320,000; in the data active = inhibition above about 38%;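 note: extracellular domain of Rv3671c used as enzyme; 0% = enzyme with DMSO and 100% = no enzyme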
PrPC TRFRET – inhibitors of human cell surface prion protein PrPC | P04156 | TR-FRET read-out | inhibition, % at 13.8 µM | hit rate 0.43% among 370,000 | AID 720596; in the data active = inhibition above about 24%; note: 0% = median of the test wells and 100% = reference compound wells
SSB-PriA inh – K. pneumoniae PriA-SSBct interaction inhibition | AlphaScreen SSBct-PriA binding, biotinylated peptide | inhibition, % at 33 µM | hit rate 0.6% among 430,000 | AID 1272365; in the data active = inhibition mostly above about 37%, no sharp cut-off; inactive = mostly below about 20%;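 note: plate controls were negative control peptide for no effect and reference peptide for full effect; strong numbers were not always called active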
MazEF act – activators of E. coli MazEF toxin-antitoxin RNase | hit rate 0.32% among 350,000 | P0AE70 | FAM/BHQ RNA-DNA oligo cleavage fluorescence, 5 h | activation, % at 20 µM; in the data active = activation above about 50%
Target sequence (P0AE70 whole entry, looked up): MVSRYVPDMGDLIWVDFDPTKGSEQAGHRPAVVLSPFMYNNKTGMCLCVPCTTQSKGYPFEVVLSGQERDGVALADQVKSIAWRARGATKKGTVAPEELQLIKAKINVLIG
VHR inh abs – blocks human VHR1 dual specificity phosphatase | hit rate 0.52% among 290,000 | inhibition, % at 13.3 µM | recombinant VHR phosphatase, pNPP absorbance | AID 1654; in the data active = inhibition above about 50%; note: some compounds called inactive have numbers as strong as hits
Target sequence (P51452 whole entry, looked up): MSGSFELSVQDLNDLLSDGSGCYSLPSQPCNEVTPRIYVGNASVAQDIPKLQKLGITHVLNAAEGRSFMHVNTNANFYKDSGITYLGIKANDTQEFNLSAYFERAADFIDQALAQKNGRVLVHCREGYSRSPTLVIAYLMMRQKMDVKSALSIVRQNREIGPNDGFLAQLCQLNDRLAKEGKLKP
CCHF vOTU inh – blocks the CCHF virus ovarian tumor domain protease; CCHFV vOTU protease, Pep-AMC fluorescence; inhibition, % at 11.5 µM; hit rate 0.55% among 370,000; in the data active = inhibition above about 30%; note: 0% = vehicle wells with enzyme and 100% = no enzyme wells
BoNT F protease – inhibitors of Botulinum neurotoxin F light chain protease. Multiplex microsphere protease cleavage assay, flow cytometry. inhibition, % at 10 µM. hit rate 0.22% among 360,000; in the data active = inhibition above about 35%, passing the limit was not always enough; inconclusive = no clear call, values can overlap the other calls; note: plate controls were buffer without enzyme for full effect and enzyme alone for no effect
BoNT-A LC inh2 – inhibitors of Botulinum neurotoxin A light chain protease; multiplex microsphere protease substrate cleavage, flow cytometry; inhibition, % at 10 µM; hit rate 0.17% among 360,000; AID 588499; note: plate controls were buffer without enzyme for full effect and enzyme alone for no effect
* marks the source's active call; other numbers are inactive results; ? = inconclusive; . = no result given; & = joins results of further samples. Cut-off read from the data, not from the text of the source, unless noted: active = inhibition above about 30%; inconclusive = no clear call, values can overlap the other calls; inactive = below that. Only part of the results is shown, so the mix of outcomes need not match the whole.

SMILES	Anthrax LF prot	SARS 3CLpro inh	Rv3671c inh	PrPC TRFRET	SSB-PriA inh	MazEF act	VHR inh abs	CCHF vOTU inh	BoNT F protease	BoNT-A LC inh2
O=C1C/C(=C\c2c(F)cccc2Cl)N2CCC1CC2	1	-6	-8	4	-8	3	16	-9	0	0.8
COc1cc(OC)c(C2=NOC(C(=O)O)C2)cc1Cl (centres undefined)	-3	2	-1	5	7	-8	-8	-5	1	0.9
Cn1cnnc1SCC(=O)Nc1cc(S(=O)(=O)N2CCCCC2)ccc1Cl	3	7	9	5	-13	2	13	18	-5	-0.7
COc1ccc(-n2nc3c(c2NC(=O)c2ccc(Br)cc2)CS(=O)C3)cc1 (centres undefined)	-6	5	-6	-4	-3	3	21	5	-4	-0.4
COc1cc(/C(C)=N/NC(=O)CSc2nc3ccccc3[nH]2)ccc1O	-5	3	-9	2	.	8	21	-4	-2	-0.1
COc1ccc(C(=O)NOCc2ccccc2)cc1	-4	.	-2	3	-3	1	.	5	3	-0.1
Cc1ccc(C(=O)NCC(=O)OCC(=O)NC2CCS(=O)(=O)C2)cc1C (centres undefined)	-1	2	-4	-5	-13	2	-3	5	-3	-0.5
O=C(O)C1CCC(=O)N1C1c2ccccc2Oc2ccccc21 (centres undefined)	-4	-1	-5	8	4&7	6	34	-7	-1	-0.5
Cc1ccccc1/C=N\NC(=O)c1csnn1	-1	8	5	-4	.	-4	19	5	3	0.0
Cc1c(C(=O)NCC(c2ccco2)N(C)C)oc2c(Cl)cccc12 (centres undefined)	-5	.	0	-2	12	6	.	-1	?	5.3
O=C1/C(=C\c2ccccn2)SC(=S)N1c1ccc(S(=O)(=O)Nc2nccs2)cc1	30*	3	12	5	-5	-2	25	5	?	-2.6
CCOC(=O)c1nnn(-c2nonc2N)c1-c1ccc(OCC)cc1	1	5	-5	-11	-7	-7	5	12	13	1.4
O=C(CCNC(=O)C1CCN(S(=O)(=O)c2ccc(F)cc2)CC1)NCCc1ccc(Cl)cc1	2	-5	-6	0	-6	-4	6	-2	2	1.4
CCN(CC)C(=O)COc1coc(CN2CCN(Cc3ccccc3)CC2)cc1=O	0	-3	1	-3	-11	6	28	-1	-4	-0.7
C=CCNC(=O)CSc1nc2sccc2c(=O)n1-c1ccccc1	-1	2	0	5	7	-1	-16	18	0	-0.7
COc1ccc(C(=O)C2CCCN(C(=O)c3ccnn3C)C2)cc1OC (centres undefined)	4	-1	4	7	-7	4	14	-9	-4	1.6
CC(=O)Nc1cccc(-c2nc3ccc(NC(C)=O)cc3[nH]2)c1	1	2	2	4	-2	2	5	-50	6	-0.4
COc1ccc(N2C(=O)C(OC(C)=O)C2c2ccc(C)cc2)cc1 (centres undefined)	-1	-3	-14	4	-10	21	-2	5	-3	-1.8
COc1ccc(NC(=O)CSc2nc3[nH]c(=O)cc(O)c3s2)cc1OC	-12	.	2	6	-30	-5	.	2	2	0.1
Cc1cc(C)n(-c2nc3ccccc3n3c(C)nnc23)n1	-4	5	-1	-14	-2	-4	-19	10	-1	0.0
COc1ccc(C2CC(=O)N3CN(c4ccccc4F)CSC3=C2C#N)cc1OC (centres undefined)	8	-1	-1	0	0	6	27	-3	5	1.0
COc1ccc(Cn2c(O)c(/C=N/NC(=O)c3ccncc3)c(=O)[nH]c2=O)cc1	.	1	14	-4	.	3	5	-2	.	.
CCn1c(SCC(=O)N2CCCc3ccccc32)nc2ccccc2c1=O	-7	2	-14	-2	2	5	4	1	6	-1.0
COc1ccc(-c2noc(-c3ccoc3C)n2)cc1OC	-8	-2	0	-1	-24	6	0	0	4	-0.4
Cc1ccc(/C=C/C(=O)Nc2ccc(O)c3c(=O)cc(-c4ccccc4Cl)oc23)cc1	2	.	-17	5	5	5	22	5	-3	-0.6
Going on with the list.
SMILES	Anthrax LF prot	SARS 3CLpro inh	Rv3671c inh	PrPC TRFRET	SSB-PriA inh	MazEF act	VHR inh abs	CCHF vOTU inh	BoNT F protease	BoNT-A LC inh2
O=C(CSc1nccn1-c1ccc(F)cc1)NCc1ccc2c(c1)OCO2	2	0	-7	10	8	7	18	1	4	-0.1
Cc1cc(Nc2cccc(Cl)c2)nc(N2CCOCC2)n1	-2	-2	-4	3	-18	3	-4	-15	-8	-1.2
CCOC(=O)C1CCN(S(=O)(=O)CCNC(=O)c2cccc(OC)c2)CC1	0	.	4	-5	-3&-12	0	.	14	-8	-0.7
CSCc1nc2sc(C(=O)Nc3nc(C)cs3)c(C)c2c(=O)[nH]1	-2	0	-10	0	-4	-21	8	7	-10	4.2
N/C(=N\O)c1cccc(CS(=O)(=O)c2ccccn2)c1	-5	1	1	-1	.	-9	-9	0	6	-0.5
CCOc1ccc(-c2nnc(SCC(=O)N3CCCC3)o2)cc1	-1	4	9	2	-6	6	36	-3	4	0.1
OCCC1CN(Cc2ccc3nsnc3c2)CCN1C1CCCC1 (centres undefined)	1	1	-10	-20	-4	-2	8	17	-4	-0.6
CC(=O)Nc1ccc(S(=O)(=O)NCc2ccc(C(=O)NCc3ccc4c(c3)OCO4)cc2)cc1	-2	-3	-12	0	0	5	-23	-3	4	-0.2
Cc1ccccc1CN(c1ccc(C(=O)N2CCCC2)cc1)S(C)(=O)=O	-5	1	-7	3	1	-1	-1	3	-15	-1.3
Cc1cc(Nc2ccccc2)n2nc(C)c(-c3ccccc3)c2n1	-1	6	6	1	-5	7	8	1	?	?
O=C(/C=C/C=C/c1ccccc1)c1ccco1	1	-1	-4	-4	-6	-2	18	7	-34	-2.5
O=C(NCCCN1CCOCC1)c1cc2cc(Br)ccc2oc1=O	-3	1	-5	-6	-12	0	17	14	13	0.1
Cc1ccc(-c2nc3ccccc3s2)cc1NC(=O)c1cc(-n2cnnc2)ccc1Cl	1	3	-11	-2	-8	-30	73	0	5	-0.4
CCc1ccc(N2CC(C(=O)Nc3ccc(F)cc3)CC2=O)cc1 (centres undefined)	-1	2	-10	7	-9	0	29	2	3	-0.9
CCOc1ccc(/C=N/Nc2ccc(Cl)nn2)c(O)c1	0	4	28	7	.	-5	-6	1	-6	-4.4
COc1ccc2cc([C@H](C)C(=O)OCc3cn(CC(=O)c4ccc(O)cc4)nn3)ccc2c1	-4	.	.	2	-3	3	.	9	-6	-0.4
CC(C)N(C(=O)CSc1nnc(-c2ccc3c(c2)OCO3)n1C)C(C)C	-5	-4	7	-5	-22	5	23	-1	2	-0.4
CCS(=O)(=O)n1nc(-c2ccc(OC)cc2)nc1N	-6	7	5	-3	0	5	30	3	-4	0.4
COc1ccccc1N(C)c1cc2c(c3c1ccn3C)C1CCC2O1 (centres undefined)	-9	.	.	-3	.	.	.	4	-8	1.8
CN(CCOc1ccccc1)C(=O)c1cc(-c2ccco2)nc2ccccc12	-1	.	-12	-9	11	-8	.	-14	-1	0.5
CC(C)OP(=O)(c1ccc(N(C)C)cc1)C(Nc1ccccc1)c1ccccc1 (centres undefined)	1	1	5	4	22	4	-7	4	?	?
Cc1cc(C)n(C(=O)c2ccc(C)c(Br)c2)n1	-9	14*	3	2	-28	-3	10	-15	-22	0.0
COc1cccc(C2N(c3ccc(Cl)c(Cl)c3)C(=O)C3CCCN32)c1OC (centres undefined)	7	-8	-4	12	-13	-2	12	0	13	2.4
O=C(NNC1CC(=O)N(c2ccc3c(c2)OCCO3)C1=O)c1ccccc1 (centres undefined)	-1	-5	-1	2	0	2	10	-8	5	0.5
COc1ccc(C(=O)COc2ccc3ccc(=O)oc3c2)c(OC)c1	-1	-2	-3	0	-17	-32	-9	-24	0	0.5

Single records (already shown):
O=C(NCCCN1CCOCC1)c1cc2cc(Br)ccc2oc1=O is listed with Anthrax LF prot = -3; SARS 3CLpro inh = 1; Rv3671c inh = -5; PrPC TRFRET = -6; SSB-PriA inh = -12; MazEF act = 0; VHR inh abs = 17; CCHF vOTU inh = 14; BoNT F protease = 13; BoNT-A LC inh2 = 0.1
CCOc1ccc(-c2nnc(SCC(=O)N3CCCC3)o2)cc1 is listed with Anthrax LF prot = -1; SARS 3CLpro inh = 4; Rv3671c inh = 9; PrPC TRFRET = 2; SSB-PriA inh = -6; MazEF act = 6; VHR inh abs = 36; CCHF vOTU inh = -3; BoNT F protease = 4; BoNT-A LC inh2 = 0.1
N/C(=N\O)c1cccc(CS(=O)(=O)c2ccccn2)c1 is listed with Anthrax LF prot = -5; SARS 3CLpro inh = 1; Rv3671c inh = 1; PrPC TRFRET = -1; SSB-PriA inh = .; MazEF act = -9; VHR inh abs = -9; CCHF vOTU inh = 0; BoNT F protease = 6; BoNT-A LC inh2 = -0.5

(list continues)
SMILES	Anthrax LF prot	SARS 3CLpro inh	Rv3671c inh	PrPC TRFRET	SSB-PriA inh	MazEF act	VHR inh abs	CCHF vOTU inh	BoNT F protease	BoNT-A LC inh2
COC(=O)Nc1ccc(SCC(=O)c2cccc([N+](=O)[O-])c2)cc1	-4	4	-2	-3	4&9	11	-2	12	-1	2.5
CC(C)c1ccc(NC2CCCN(C(=O)c3cnc4ccccn4c3=O)C2)cc1 (centres undefined)	1	1	3	2	-2	6	15	-2	3	0.7
COc1ccc(CCC(=O)OCC(=O)NC(=O)c2ccc(Cl)cc2)cc1	-1	.	-8	7	5	-22	.	-17	-13	-0.4
Cc1ccc(NC(=S)NC2CCN(Cc3ccccc3)CC2)c(C)c1	-1	0	-16	-4	-8	12	2	7	0	-0.2
COc1ccc(OC)c(CN2CCN(C(=O)CCC(=O)c3cccs3)CC2)c1	6	.	-1	1	4	1	.	-4	?	-2.8
Cc1ccc(S(=O)(=O)CCN2CCC(n3cccc3)CC2)cc1	4	6	-6	-1	3	6	27	-6	1	-0.3
O=C(Nc1ccc(F)cc1F)N1CCCN(c2ccc(C(F)(F)F)cn2)CC1	.	-3	-2	4	-6	7	-20	-4	.	.
CCCOc1ccc(N2C(=O)CC(S/C(N)=N/N=C(\C)c3cccs3)C2=O)cc1 (centres undefined)	-3	1	-19	1	.	-12	32	14	-2	-0.3
O=[N+]([O-])c1ccc(-c2cnc(NO)nc2)cc1	0	0	10	-40	2	3	5	6	3	0.3
O=C(Nc1ccccc1F)c1ccn[nH]1	3	2	-10	-3	-1	3	16	-3	-1	-0.5
O=C(C1CC(c2ccccc2O)=NO1)N1CCCCC1 (centres undefined)	3	2	-2	7	2	3	21	-3	6	-0.2
C=CCN(Cc1ccco1)S(=O)(=O)c1ccc(Cl)cc1	3	0	-5	1	-3	0	10	-6	4	-0.6
Cc1[nH]n(-c2ccc([N+](=O)[O-])cc2)c(=O)c1C=NCCN1CCN(C(=O)c2ccc(F)cc2)CC1	0	-1	-2	3	-9	4	6	4	-2	?
Clc1ccc(Cn2ncc3c(NCc4ccccc4)ncnc32)cc1	0	3	-3	3	-49	-7	6	14	-22	-0.3
N#Cc1ccccc1NS(=O)(=O)c1cc2c3c(c1)CCN3C(=O)CC2	-4	.	-9	7	-16	1	.	7	?	5.4
COCC(=O)n1nc(-c2ccccc2)nc1NCc1cccs1	-3	6	.	2	-13	5	11	-11	-3	-0.9
COc1ccc(C(=O)Nc2ccc(C3(C#N)CCCC3)cc2)cc1OC	-4	-3	-7	9	-18	-19	-2	2	?	-1.4
Cc1ccccc1NC1=C(Cl)C(=O)N(C2CCCCC2)C1=O	-2	3	-2	8	-9	1	-7	-23	17	3.5
CCOC(=O)c1[nH]c2ccc(F)cc2c1NC(=O)CCN1CCOCC1	0	4	-7	-4	6	0	-14	-10	1	0.5
Cc1ccc(C)c(N(CC(=O)NC2CCCC2)C(=O)c2cc3cc4cccc(C)c4nc3s2)c1	-3	7	1	4	-8	1	14	2	-1	2.2
O=C(N/N=C\c1ccc(-c2ccc([N+](=O)[O-])cc2)o1)c1ccc2c(c1)OCO2	-1	6	17	-6	.	86*	-18	-2	-4	2.0
Cc1ccc(S(=O)(=O)N(C)CC(=O)OCC(=O)Nc2ccccc2)cc1	2	1	-11	-1	-4	3	-2	-1	-5	0.2
CC[C@]12CCCN3CCc4c(n(c5ccccc45)C(=O)C1)[C@@H]32	4	.	3	8	3	3	.	2	-14	-0.8
CC[C@]1(c2ccccc2OC)ON(c2ccccc2C(F)(F)F)C1=O	.	.	10	15	-8	4	.	7	.	.

Source: PubChem BioAssay (several laboratories)
